High-throughput results as filed in PubChem BioAssay.
hcGAS inh: inhibitors of human cGAS | Q8N884 | recombinant h-cGAS, ATP depletion, Kinase-Glo luminescence | inhibition, % at 12.5 µM | actives 0.081% (n = 290,000);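 further: 0% = vehicle reaction and 100% = reaction without DNA for no activity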
Target sequence (Q8N884 whole entry, looked up): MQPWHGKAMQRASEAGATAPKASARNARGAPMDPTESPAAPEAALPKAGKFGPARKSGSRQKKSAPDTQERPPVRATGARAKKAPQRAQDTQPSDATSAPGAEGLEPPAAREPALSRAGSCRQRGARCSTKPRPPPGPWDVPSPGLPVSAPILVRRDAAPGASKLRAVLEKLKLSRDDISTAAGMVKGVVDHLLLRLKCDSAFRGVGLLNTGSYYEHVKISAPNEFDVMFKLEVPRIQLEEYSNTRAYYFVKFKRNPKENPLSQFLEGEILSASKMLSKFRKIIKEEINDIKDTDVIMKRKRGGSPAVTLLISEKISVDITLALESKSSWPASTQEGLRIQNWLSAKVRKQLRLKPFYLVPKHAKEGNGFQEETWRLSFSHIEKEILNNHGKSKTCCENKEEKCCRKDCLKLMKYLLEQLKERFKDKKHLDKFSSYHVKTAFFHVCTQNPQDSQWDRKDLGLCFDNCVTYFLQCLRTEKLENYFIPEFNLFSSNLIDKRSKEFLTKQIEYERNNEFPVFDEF
mcGAS inh: inhibitors of mouse cGAS. recombinant cGAS, Kinase-Glo ATP depletion luminescence. AID 1259399. actives 0.15% (n = 160,000). inhibition, % at 12.5 µM;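 further: 0% = negative control wells and 100% = reference inhibitor with no enzyme activity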
NPYLR7 agonist: activates Aedes aegypti NPYLR7 receptor; HEK293T NPYLR7/Galpha15, GCaMP6s calcium fluorescence; activation, % at 10 µM; actives 0.15% (n = 270,000); AID 1259423; in the data active means activation above about 40%;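 further: 0% = vehicle and 100% = reference agonist at the receptor; some compounds past the cut are filed as inactive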
An asterisk follows results filed as active; nt = not tested or not shown; & = joins results of further samples. Unless noted, no stated cut-off is given here; in the data, active means inhibition above about 40%; inactive means the rest.

SMILES | hcGAS inh | mcGAS inh | NPYLR7 agonist
Cc1nn(C)c(C)c1CN(C(=O)CCN1CCCCO1)C(C)C | -11 | -13 | -2
O=C(CCCn1nnnc1CN1CCc2ccccc2C1)NCCC1=CCCCC1 | -3 | 1 | -7
Cc1ccc(C(=O)CSc2ccc(NC(=O)C(C)C)nn2)c(C)c1 | -5 | nt | 3
O=C1C[C@H]2CC[C@@H](CN1)N2C(=O)c1ccc(-c2noc(C3CC3)n2)cc1 | -3 | -8 | -8
O=C(C=Cc1cccc(F)c1)N1CCCN(S(=O)(=O)c2ccc(F)cc2)CC1 | 2 | -1 | 2
CN(C)c1ccc(-c2nnc(NC(=O)C3CCCN3S(=O)(=O)c3ccc(C(C)(C)C)cc3)s2)cc1 (stereo not given) | -4 | -5 | nt
CCn1c2ccccc2c2nc3ccccc3nc21 | 0 | 1 | 3
CSc1nnc(CNC(=O)c2ccc(C(C)(C)C)cc2)o1 | -4 | -7 | 3
COc1ccc(S(=O)(=O)CCCC(=O)N(Cc2cccnc2)c2nc3ccc(F)cc3s2)cc1 | -6 | -7 | 3
CCS(=O)(=O)N1Cc2ccccc2CC1C(=O)N1CCCSC1=Nc1ccccc1 (stereo not given) | -7 | nt | 2
O=C1c2cc(Cl)c(Cl)cc2C(=O)N1CN1CCOCC1 | -4 | -3 | 6
C=CCSc1nc2ccccc2n1CCO | 4 | nt | 2
CC(C)c1cc(C2CCN(C(=O)CC34CC5CC(CC(O)(C5)C3)C4)CC2)[nH]n1 | -2 | -14 | -2
COc1ccc(CCN2C(=O)CC(C(=O)Nc3ccc(F)cc3)SC2=Nc2ccccc2)cc1 (stereo not given) | -11 | -4 | 2
COc1ccc(CN2CC(C(N)=O)Oc3ccccc32)cc1F (stereo not given) | -8 | nt | 1
COc1ccc2oc(CNC(=O)c3cccc4ccnn34)nc2c1 | 0 | -19 | 30
COc1cc(Cl)cc(CNC2COc3ccccc3C2)c1OC (stereo not given) | -9 | nt | 2
Cc1ccc(S(=O)(=O)NC2(C(F)(F)F)C(=O)Nc3c2c(=O)[nH]c(=O)n3Cc2ccco2)cc1 (stereo not given) | 3 | nt | -6
Cc1cn2c3c(=O)n(CCc4ccccc4)c(=O)n(C)c3nc2n1Cc1ccco1 | 4 | -1 | 7
Cc1cc(CC(=O)N2CCC(c3n[nH]c(=O)n3Cc3ccccc3)CC2)on1 | 3 | -10 | 6
Cc1ccc(F)cc1CC(=O)NCCN(C)S(C)(=O)=O | -1 | -11 | 1
CCOC(=O)N1CCC(N2CCN(Cc3ccc(F)c(F)c3)C(CCO)C2)CC1 (stereo not given) | 2 | nt | -2
CN1CCN(C(=O)c2cc(-c3ccco3)on2)CC1 | -4 | nt | -2
CCCCc1ccc(C(=O)CSc2nc(N)c(C#N)c(-c3ccc(O)cc3)c2C#N)cc1 | 2 | -5 | -1
C=CC[C@@H]1CC=C[C@@H](C)N1Cc1nc(N)c2cc(OC)c(OC)cc2n1 | -4 | nt | 20
CC(C)(CCl)C(=O)N(CC(=O)N1CC(=O)N(c2ccc(F)cc2)C1)C1CC1 | -2 | -5 | nt
O=C(CCc1ccccc1)Nc1cccc(C2SCC(=O)N2c2ccc3c(c2)OCO3)c1 (stereo not given) | -6 | -4 | -3
Cn1nc(-c2cccc(NC(=O)Cc3ccc(Cl)cc3)c2)ccc1=O | -10 | -8 | -1
Cc1ccc(Cl)c(CN2CCC(Cc3nnc(CO)n3C)CC2)c1F | -4 | -10 | nt
CN(CC1CC(=O)N(C2CCCC2)C1)C1CCC2(CCNCC2)CC1 (stereo not given) | -5 | nt | 12
Cc1nc(CN)cc(N2C[C@H]3CC[C@H]2C3)n1 | 1 | nt | 11
CCNc1ccnc(NCC2(N(C)C)CCOCC2)n1 | -9 | -5 | nt
CC(=O)c1cnc2nc(C(F)(F)F)nn2c1C | 4 | nt | -1
O=C(CSC1CCCC1)c1cccs1 | -12 | nt | -5
CCOc1ccccc1N1CCN(C(=O)c2cc(-c3ccccc3OC)n3nc(-c4ccccc4)cc3n2)CC1 | -9 | -8 | 10
COc1ccc(S(=O)(=O)NC(C)c2ccc3ccccc3c2)cc1Br (stereo not given) | -3 | nt | -2

Just NPYLR7 agonist, for 2 of the compounds above:
Structure	NPYLR7 agonist
CCCCc1ccc(C(=O)CSc2nc(N)c(C#N)c(-c3ccc(O)cc3)c2C#N)cc1	-1
C=CC[C@@H]1CC=C[C@@H](C)N1Cc1nc(N)c2cc(OC)c(OC)cc2n1	20

(more compounds)
SMILES | hcGAS inh | mcGAS inh | NPYLR7 agonist
CCc1cc(CNS(=O)(=O)c2cc(F)c(F)c(F)c2)[nH]n1 | -5 | nt | 8
O=c1c2ccncc2ncn1C1CCCCC1 | -7 | nt | -1
CCc1cc(=O)n2c(n1)SCC2CC(=O)N1CCOCC1 (stereo not given) | -2 | nt | -2
CCCN(CC(=O)Nc1ccccc1C)CC(=O)N1CCc2ccccc2C1 | -9 | nt | -1
COc1ccccc1N1CCN(c2ccc(NC(=O)Nc3cc(C(F)(F)F)cc(C(F)(F)F)c3)cc2C(=O)N2CCCC2)CC1 | -17 | -6 | -10
Cn1c(=O)c2c(nc(CN3CCOCC3)n2Cc2ccc(Cl)cc2Cl)n(C)c1=O | -8 | -9 | 0
CCc1nc2sccc2c(=O)[nH]1 | -6 | nt | -1
Cc1cc(C)n(CCC(=O)N2CCc3c(cnc(C)c3CNS(=O)(=O)c3cccs3)C2)n1 | -11 | -13 | 17
Cc1c(C)n2c3c(=O)n(Cc4ccc(F)cc4)c(=O)n(C)c3nc2n1CCOCCO | -4 | nt | -6
COc1cccc(-c2nc3cc(C)ccn3c2NC(C)(C)CC(C)(C)C)c1 | -8&-2 | -9&-4 | -4
CO[C@H]1CN(C(=O)c2csc(-c3cccs3)n2)[C@@H]2CC[C@@H](O)[C@H]1C2 | -4 | -9 | 27
CCCn1c(N)c(C(=S)NC(=O)C(C)C)c(=O)n(CCC)c1=O | -8 | nt | -1

The final six records of the section above open the next one.
SMILES | hcGAS inh | mcGAS inh | NPYLR7 agonist
CCc1nc2sccc2c(=O)[nH]1 | -6 | nt | -1
Cc1cc(C)n(CCC(=O)N2CCc3c(cnc(C)c3CNS(=O)(=O)c3cccs3)C2)n1 | -11 | -13 | 17
Cc1c(C)n2c3c(=O)n(Cc4ccc(F)cc4)c(=O)n(C)c3nc2n1CCOCCO | -4 | nt | -6
COc1cccc(-c2nc3cc(C)ccn3c2NC(C)(C)CC(C)(C)C)c1 | -8&-2 | -9&-4 | -4
CO[C@H]1CN(C(=O)c2csc(-c3cccs3)n2)[C@@H]2CC[C@@H](O)[C@H]1C2 | -4 | -9 | 27
CCCn1c(N)c(C(=S)NC(=O)C(C)C)c(=O)n(CCC)c1=O | -8 | nt | -1
COc1ccccc1Oc1coc2c3c(ccc2c1=O)OCN(C1CC1)C3 | -4 | -8 | -9
N#Cc1cccc(C(=O)OCC(=O)Nc2sc3c(c2C(N)=O)CCCC3)c1 | -4 | nt | -1
Cc1noc2ncnc(N3CCC4(CCCO4)CC3)c12 | -2 | nt | 3
COc1ccccc1C=C1SC(=O)N(CCN)C1=O | -8 | -1 | -4
O=C(Cn1ccc2c1CCCC2C(=O)N1CCCC1)N1CCOCC1 (stereo not given) | 3 | nt | -10
O=C(COc1ccc(Cl)cc1)N1CCCC(OCc2cc(F)ccc2F)C1 (stereo not given) | -2 | nt | -3
O=S(=O)(CCN1CCC(Oc2ccncc2)CC1)c1ccccc1 | -3 | nt | 4
Cc1c(C(=O)NCc2ccc(F)cc2)sc(=O)n1CC(=O)c1ccc(F)cc1 | -1 | nt | 11
O=C(c1cccs1)N1CCc2ccccc2C1c1ccc(F)cc1 (stereo not given) | -6 | -7 | -1
O=C(c1ccc(Cl)cc1)N1CCC(c2nc(-c3ccc(F)c(F)c3)no2)CC1 | -4 | -5 | 3
COc1ccc(S(=O)(=O)N2CCc3ccccc3C2)cc1N1CCN(C(=O)c2ccccc2OC(F)(F)F)CC1 | -1 | -8 | 28
Cc1ccc2c(c1)oc(=O)n2C1CCN(C(=O)c2cccs2)CC1 | 0 | -3 | 0
COc1ccc(-c2nc3ccc(C)cn3c2NC(=O)COCc2ccccc2)cc1OC | -8 | -7 | -3
O=C(c1ncccc1O)N1CCCC(N2CCN(c3ccccc3)CC2)C1 (stereo not given) | -1 | nt | 2
CC(Nc1nc(-c2cccnc2)nc2ccccc12)c1ccccc1 (stereo not given) | -2 | -5 | -1
Cc1cc(C(=O)Nc2ccccc2-c2nc(CNC(=O)c3ccc(F)cc3F)c(C)o2)c(C)o1 | -3 | -23 | 7
CC(=O)c1c(C)[nH]c(C(=O)CN2CC(C)CC(C)C2)c1C (stereo not given) | -8 | nt | 8
Cc1cccc(C(=O)N(Cc2csc(COc3cccc4ccccc34)n2)C2CC2)c1 | -5 | -5 | 16
COc1ccc(Cl)cc1NC(=O)CCC1CCCN(C(=O)c2ccc3cc[nH]c3c2)C1 (stereo not given) | -3 | -2 | -1
COc1ccccc1NC(=O)c1cc(-c2ccccc2Cl)nc2ccccc12 | 3 | -5 | 3
Cc1cc(C)c(C#N)c(Nc2cccc(C(F)(F)F)c2)n1 | 2 | nt | 3
Nc1nnc(SCCSc2cc(Cl)ccc2Cl)s1 | -3 | -4 | 4
CCN(Cc1noc(C)n1)C(=O)c1cc(COc2cc(C)ccc2C)on1 | -8 | -12 | nt
O=S(=O)(Nc1ccc2nc(N3CCCC3)sc2c1)c1cc(F)cc(F)c1 | 2&-7 | -13 | -3&2
COC(=O)c1ccc(CSc2ccc3nnc(-c4ccc(OC)c(OC)c4)n3n2)o1 | -4 | 6 | 8
Cn1c(=O)[nH]c(=O)c2c1nc1n2CCCN1c1ccc(F)cc1 | -9 | nt | 1
CC(=O)Nc1ccc(S(=O)(=O)N2CCN(Cc3cc(=O)c(OCc4cc(C)cc(C)c4)co3)CC2)cc1Cl | -4 | -6 | 1
O=C(CN1CCc2sccc2C1c1ccc(Cl)cc1)N1CCCN(C(=O)c2ccc(C(F)(F)F)cc2)CC1 (stereo not given) | 1 | -4 | 3
Cc1ccc2nc(N(CCCN(C)C)C(=O)CCS(=O)(=O)c3ccccc3)sc2c1 | 0 | 7 | 4
CCCCN(C)CC1CCN(c2cncc3nncn23)CC1 | -3 | nt | 0
COCCN(CC(=O)N(Cc1ccc(F)cc1)Cc1cccs1)C(=O)c1ccc(Cl)c(Cl)c1 | -8 | -4 | -7
O=C1CC(c2ccccc2)N1CN1CCN(Cc2cccs2)CC1 (stereo not given) | -5 | nt | -3
Cc1ccc(-n2nc(-c3cccn3C)cc2C(=O)NCc2cccc(C(F)(F)F)c2)c(C)c1 | -1 | -4 | 6
O=C1NCCCCC1Sc1ncnc2sc(-c3ccccc3)cc12 (stereo not given) | 2 | -3 | -3
Cc1cccc(Cn2c(=O)c(C(=O)N(C)C3CCCCC3)nn(-c3ccc(Cl)cc3)c2=O)c1 | -6 | -6 | 7
COc1ccc2c(c1)CCN(C(=O)c1csc(-n3cccc3)n1)C2 | -6 | nt | 2

The closing 3 entries of the section before open the next one.
SMILES | hcGAS inh | mcGAS inh | NPYLR7 agonist
O=C1NCCCCC1Sc1ncnc2sc(-c3ccccc3)cc12 (stereo not given) | 2 | -3 | -3
Cc1cccc(Cn2c(=O)c(C(=O)N(C)C3CCCCC3)nn(-c3ccc(Cl)cc3)c2=O)c1 | -6 | -6 | 7
COc1ccc2c(c1)CCN(C(=O)c1csc(-n3cccc3)n1)C2 | -6 | nt | 2
COc1ccccc1C(=O)N1CCN(C(C(=O)NCc2ccco2)C2CCCC2)CC1 (stereo not given) | 0 | nt | -5
O=C(CCc1cnccn1)N1CCOC(Cc2cccc(C(F)(F)F)c2)C1 (stereo not given) | -10 | nt | 4
Cc1ccc(S(=O)(=O)NC2(C#N)CCC2)c(F)c1 | -10 | nt | -3
C=CCSC1=C(C#N)C(C)(C)C(C#N)C(=O)N1 (stereo not given) | -3 | -5 | -3
Cc1ccc(SCc2cc(=O)[nH]c(N=C(N)Nc3cccc4ccccc34)n2)cc1 | -2 | nt | 10
COc1ccccc1C(C)N(C)C(=O)Cc1ccc(F)cc1C (stereo not given) | -6 | -12 | 4
COc1ccc(N2C(=O)C3CC=CCC3C2=O)cc1OC (stereo not given) | -2 | -5 | 10
O=C(Nc1cccnc1Cl)c1nn2c(C(F)(F)F)cc(-c3ccc(Br)cc3)nc2c1Cl | -1 | -4 | 7
CC(C)NC(=O)Cn1nc(C2CC2)c2cnn(-c3ccccc3)c2c1=O | 2 | nt | -1
Cc1occc1-c1nnc(SCc2cc(=O)n3ccsc3n2)n1C | -7 | nt | 8
CC(C)N(CC(=O)N(Cc1ccccc1)Cc1cccn1C)C(=O)COc1ccc(Cl)cc1 | -4 | -2 | 0
CC(OC(=O)CSCc1ccc(Cl)c(Cl)c1)C(=O)NC(C)(C)C (stereo not given) | 1 | nt | -1
C#CCOc1ccccc1-c1c(-c2ccccc2)ncn1C | -3 | -16 | -11
CCN(CC(O)c1ccc(C)cc1)C(=O)C1CC2CCC1O2 (stereo not given) | -18 | -7 | -2
Cc1cccc(CSc2nc3c(c(=O)n2Cc2ccccc2)SCC3)c1 | -3 | -6 | 6
CCOC(=O)C1CCN(C(=O)c2cc(C)n3nc(C(C)(C)C)cc3n2)CC1 | 0 | -6 | nt
C=C(C)CN(C)C(=O)C12CC3CC(C)(CC(C)(C3)C1)C2 | -7 | nt | 11
CCc1cccc(C(=O)N2CCCN(C3CCOCC3)CC2)c1O | -6 | -5 | 8
O=C(Cn1c(CO)c[nH]c1=S)NCc1ccc(Cl)cc1 | -6 | nt | 1
Cn1c(C(=O)N2C[C@@H]3CC[C@H](C2)N(CC2CC2)C3)cc(=O)n(C)c1=O | 11 | 4 | nt
Cc1nn(CC(C)C)c(C)c1CCC(=O)Nc1ccc(Br)cc1 | 0 | nt | -1
CCC(=O)Nc1cccc(C(=O)N2CCCC2c2ccccn2)c1 (stereo not given) | -5 | nt | 3
O=C(COCc1ccccc1)N1CCc2ccccc2C1c1ccccc1Cl (stereo not given) | -8 | -8 | -4
